Assay outcomes deposited in PubChem BioAssay by National Center for Advancing Translational Sciences (NCATS).
Abeta yeast res: restores growth of yeast expressing A-beta42 peptide | 410,000 tested, 0.063% active | AID 1347071 | Potency, µM (doses to about 46.1 µM), for the others: at the top dose growth rescue, hits mostly activators | yeast expressing A-beta42, growth rescue, OD600, 48 h; response scale: 0% DMSO, 100% iron-clioquinol control; note: potency is the fitted concentration of half-maximal effect; nearly all actives have a fitted effect of over 55% in size
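Growth rescue measured by 600 nm absorbance after 48 h yeast culture at 30 C with compound. Values normalized between DMSO and an equimolar ferric chloride plus clioquinol control.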
IL2 activator: IL-2 activation; IL-2 activation reporter assay, cell-based qHTS; stimulated with anti-CD3/CD4/CD28 beads; in transgenic mouse T cells; activation, % (series mostly up to about 46 µM); 360,000 tested, 0.065% active; in the data active = activation above about 50%; inconclusive = mostly about 30% to 49%; note: 0% is about no effect
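Readout is EGFP and DsRed signal by fluorescent plate cytometry after 18 h at 37 degrees C. Transgenic mouse T cells (750/well) received compound for 60 min before bead stimulation (anti-CD3, anti-CD4, anti-CD28); memory T cells served as non-tolerant control.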
aSyn yeast inh: alpha-synuclein toxicity inhibition in yeast; 370,000 tested, 0.14% active; Potency, µM (titrated, usually from 46.1 µM), inactives show at the highest dose growth rescue (activation), usual class: activators; Yeast expressing alpha-synuclein, growth rescue, BacTiter-Glo, 24 h; AID 652106; note: potency is the fitted concentration of half-maximal effect; % of control where 0% means no effect; nearly all actives have a fitted effect of over 65% in size
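Rescue of yeast growth: cells expressing toxic alpha-synuclein, induced in galactose at OD600 0.02, incubated with compound 24 h at 30 C. ATP luminescence quantified growth; inhibitors of toxicity appear as activators.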
EPAC1 antagonist: EPAC1 (human) antagonism; O95398; EPAC1 GEF assay, Rap1b-BODIPY-GDP exchange fluorescence; Potency, µM (highest dose often 115 µM), for inactives: at the highest dose activity change, negative = inhibition, usual class: inhibitors; 360,000 tested, 0.14% active;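 note: potency is the fitted concentration of half-maximal effect; plate controls were vehicle for no effect and positive control for full effect; nearly all actives have a fitted effect of over 50% in size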
PLK1 PBD block: inhibitors of human PLK1 polo-box domain binding. Plk1 PBD binding of FITC phosphopeptide, fluorescence polarization. 360,000 tested, 2.8% active. Potency, µM, for inactives: max response, negative = inhibition, hits mostly inhibitors. AID 720504. P53350; note: potency is the fitted concentration of half-maximal effect; series mostly up to about 57 µM; % is set by controls: 0 for no effect and ±100 for the full control effect; nearly all actives have a fitted effect of over 65% in size
Target sequence (P53350 whole entry, looked up, the tested form may be a part): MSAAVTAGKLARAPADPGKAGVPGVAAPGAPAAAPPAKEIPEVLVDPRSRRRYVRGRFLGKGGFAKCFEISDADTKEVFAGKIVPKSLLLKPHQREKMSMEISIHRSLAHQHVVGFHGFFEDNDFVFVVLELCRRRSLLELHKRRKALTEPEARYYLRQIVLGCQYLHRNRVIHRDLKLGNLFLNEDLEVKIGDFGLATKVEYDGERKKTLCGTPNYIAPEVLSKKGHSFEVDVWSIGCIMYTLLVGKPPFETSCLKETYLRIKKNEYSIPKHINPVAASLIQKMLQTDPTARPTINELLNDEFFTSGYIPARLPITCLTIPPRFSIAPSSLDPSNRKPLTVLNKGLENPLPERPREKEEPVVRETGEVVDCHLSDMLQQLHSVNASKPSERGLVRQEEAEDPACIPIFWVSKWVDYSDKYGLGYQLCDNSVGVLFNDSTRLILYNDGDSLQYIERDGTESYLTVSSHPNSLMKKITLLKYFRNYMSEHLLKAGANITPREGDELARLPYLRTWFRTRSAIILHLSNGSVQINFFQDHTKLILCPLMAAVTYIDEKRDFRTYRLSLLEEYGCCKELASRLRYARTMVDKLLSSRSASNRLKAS
FUS yeast rescue: FUS proteinopathy suppression in yeast; S. cerevisiae FUS-expressing, growth rescue, OD600, 24 h; Potency, µM (titrated, usually from 76.6 µM), for the others: top-dose growth rescue (activation), usual class: activators; 390,000 tested, 0.24% active;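 note: potency is the fitted concentration of half-maximal effect; plate controls were DMSO vehicle for no effect and reference control for full effect; nearly all actives have a fitted effect of over 55% in size; some results filed as inactive show a strong effect at the top dose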
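Absorbance at 600 nm, taken 24hr after compound addition, measured rescue of FUS-yeast growth at 30C. Induction used 2% galactose with seeding at OD 0.005. Controls: CP55940 from 92uM final, DMSO only.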
EPAC1 agonist: EPAC1 (human) agonism; EPAC1 agonist qHTS, biochemical assay; response scale: 100% = response to 6.5 mM cAMP; O95398; 360,000 tested, 0.073% active; Potency, µM (top dose mostly 154 µM), without a hit: at the highest dose activation, usual class: activators; note: potency is the fitted concentration of half-maximal effect; nearly all actives have a fitted effect of over 60% in size
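EPAC1 100 nM, Rap1B–BODIPY-GDP 250 nM, unlabeled GDP 50 uM; compound titration; 5 min RT; kinetic read ex480/em540 at 5-min intervals ×30 min; data normalized to 6.5 mM cAMP agonist control.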
PI5P4Ka inh: PI5P4K alpha (human) kinase inhibition; PI5P4Kalpha enzyme, ADP-Glo luminescence, 60 min; hits give low values; AID 652105; 330,000 tested, 1.2% active; max response, %; active = max response of -50% or lower; inconclusive = between -30% and -50%; inactive = -30% or higher; note: value at the top dose of about 77 µM; % is set by controls: 0 for no effect and ±100 for the full control effect
Target sequence (P48426 whole entry, looked up): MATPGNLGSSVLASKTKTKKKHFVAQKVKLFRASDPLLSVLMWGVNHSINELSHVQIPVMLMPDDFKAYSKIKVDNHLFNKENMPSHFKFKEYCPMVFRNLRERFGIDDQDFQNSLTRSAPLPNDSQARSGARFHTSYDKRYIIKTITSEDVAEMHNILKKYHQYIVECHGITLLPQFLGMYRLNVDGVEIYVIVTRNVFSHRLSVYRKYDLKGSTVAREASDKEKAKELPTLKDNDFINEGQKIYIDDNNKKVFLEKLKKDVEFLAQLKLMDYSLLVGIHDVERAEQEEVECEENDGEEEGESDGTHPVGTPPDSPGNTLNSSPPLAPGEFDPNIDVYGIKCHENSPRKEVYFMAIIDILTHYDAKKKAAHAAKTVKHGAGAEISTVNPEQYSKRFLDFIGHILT
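Compounds were pin-transferred onto PI5P4Kalpha and substrate in HEPES pH 7.4 buffer with EGTA, CHAPS and 5% DMSO. ATP (5 microM final) started the reaction, which ran 60 minutes at room temperature before ADP-Glo detection.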
WRN inhibitor: inhibitors of human WRN helicase | AID 651768 | WRN helicase unwinding, fluorescent forked duplex, kinetic | 360,000 tested, 0.46% active | Q14191 | Potency, µM (top dose mostly 114 µM), for the others: at the top dose activity change, negative = inhibition, usual class: inhibitors; note: potency is the fitted concentration of half-maximal effect; % is set by controls: 0 for no effect and ±100 for the full control effect; nearly all actives have a fitted effect of over 55% in size
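Kinetic red-fluorescence monitoring (525/598 nm) tracks WRN helicase activity after 100 nM fluorophore-quencher forked duplex and 2 mM ATP are added to 20 nM enzyme pretreated 15 min at room temperature with compound.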
* marks the source's active call; other numbers are inactive results; ? = inconclusive; nt = not tested or not shown; & = joins results of further samples; [ ] = remark or other dose. Unless noted, calls come from the whole dose curve; as a rule, active = well fitted curve in the direction sought with a large enough effect; inconclusive = small, poorly fitted or top-dose-only effect, or another doubt; inactive = no such curve, though single readings can be large; an effect the other way counts as inactive or inconclusive.

SMILES	Abeta yeast res	IL2 activator	aSyn yeast inh	EPAC1 antagonist	PLK1 PBD block	FUS yeast rescue	EPAC1 agonist	PI5P4Ka inh	WRN inhibitor
COc1ccccc1CNC(=O)COc1cccnc1[N+](=O)[O-]	1%	-0.1	-3%	9%	0%	20%	2%	-6	-7%
CCN(CC)CCCn1c2c(c(SCC(=O)Nc3ccc4c(c3)OCO4)nc1=O)CCC2	-10%	-1.7	0%	-1%	-2%	12%	-5%	9	4%
Cc1csc(NC(=O)CSc2nc(=O)n(CCCN(C)C)c3c2CCC3)n1	-7%	-0.8	7%	16%	3%	-4%	3%	-1	11%
Cc1cc(C)cc(Cn2cc(CN3CC(N4CCN(C)CC4)CS3(=O)=O)nn2)c1 (stereo not drawn)	-13%	0.2	-6%	-3%	-13%	-10%	9%	1	-1%
CCOC(=O)c1ccc(NC(=O)COC(=O)Cc2csc(-c3ccccc3)n2)cc1	19%	-0.1	12%	?	3%	nt	-8%	16	-10%
Cn1c(SCC(=O)NC2CCCCC2)nnc1-c1cccc(N)c1	1%	-0.3	1%	-15%	-16%	-4%	6%	-7	-24%
COc1ccc(NC(=O)CN2CCN(CC(=O)Nc3ccccc3OC)CC2)c(OC)c1	11%	-1.1	-1%	-3%	-2%	-26%	11%	3	0%
Cc1cc(C(F)(F)F)c2c(n1)sc1c(O)cc(=O)[nH]c12	-6%	-1.9	-9%	-14%	-8%	18%	6%	nt	-7%[57.1 µM]
CCOC(=O)N1CCC(NC(=O)c2cc(S(=O)(=O)N3CCCC3)cn2C)CC1	9%	-1.8	0%	-4%	-4%	39%	6%	nt	-1%
Cc1ccccc1NC(=O)CC1SCCNC1=O (stereo not drawn)	18%	-1.0	6%	-10%	-13%	-9%	1%	-6	-5%

Continued, overlapping the part above by 4 compounds.
SMILES	Abeta yeast res	IL2 activator	aSyn yeast inh	EPAC1 antagonist	PLK1 PBD block	FUS yeast rescue	EPAC1 agonist	PI5P4Ka inh	WRN inhibitor
COc1ccc(NC(=O)CN2CCN(CC(=O)Nc3ccccc3OC)CC2)c(OC)c1	11%	-1.1	-1%	-3%	-2%	-26%	11%	3	0%
Cc1cc(C(F)(F)F)c2c(n1)sc1c(O)cc(=O)[nH]c12	-6%	-1.9	-9%	-14%	-8%	18%	6%	nt	-7%[57.1 µM]
CCOC(=O)N1CCC(NC(=O)c2cc(S(=O)(=O)N3CCCC3)cn2C)CC1	9%	-1.8	0%	-4%	-4%	39%	6%	nt	-1%
Cc1ccccc1NC(=O)CC1SCCNC1=O (stereo not drawn)	18%	-1.0	6%	-10%	-13%	-9%	1%	-6	-5%
COc1ccc(OCc2nnnn2-c2ccccc2)cc1	-10%	-0.4	7%	0%	0%	6%	3%	nt	-15%
O=C(c1ccc2c(c1)OCCO2)N1CCN(c2ncc(C(F)(F)F)cc2Cl)CC1	14%	-1.3	-5%	-5%	0%	?	7%	7	-5%
O=C(NC1CCCC1)C1CCN(S(=O)(=O)c2ccccc2)CC1	5%	1.0	-1%	2%	-10%	-2%	9%	-2	-1%
O=C(NN1C(=O)C2C(c3ccccc3)C=CC(c3ccccc3)C2C1=O)c1cccc(Br)c1 (stereo not drawn)	-2%	-0.4	12%	-13%	-12%	?	13%	-3	?
CCc1nc2ccc(C(=O)Nc3cccc(OC)c3)cn2c1N(C)CCCc1ccccc1	-2%	-0.5	-34%[inhibitor]	-10%	-3%	?	-4%	-3	-13%
COc1ccc(C2CC(c3ccccc3)=NN2C(=O)COC(=O)c2cc(S(=O)(=O)N3CCOCC3)ccc2Cl)cc1 (stereo not drawn)	-8%	0.0	-2%	-10%	-8%	nt	5%	-6	0%
CN(Cc1ccccc1)c1nc2c(c(=O)[nH]c(=O)n2C)n1CCCc1ccccc1	-11%	-1.6	14%	-5%	-9%	34%	11%	nt	-10%
COc1ccc(C(CC(=O)Nc2ccccn2)N2Cc3ccccc3C2=O)cc1OC (stereo not drawn)	-1%&-8%	0.7	3%&5%	-7%	-10%	-8%&25%	7%	3	0%
CCC1(C)Cc2nc3sc(C(=O)O)c(N)c3cc2CO1 (stereo not drawn)	7%	-0.9	-3%	12%	-6%	26%	-6%	?	-29%[57.1 µM]
CC(=O)c1ccc(NC(=O)c2ccc(NC(=O)c3ccco3)cc2)cc1	3%	-2.7	0%	-16%	-5%	17%	10%	1	-3%
CCCCn1c(N)c(N(CC)C(=O)c2cccc(S(=O)(=O)N3CCN(C)CC3)c2)c(=O)[nH]c1=O	5%	-3.6	2%	10%	1%	-12%	-7%	-6	5%
CC(=O)Nc1sc(NC(=O)c2ccc(Cl)cc2)nc1-c1cccs1	6%	2.3	-4%	3%	-6%	-5%	1%	-9	2%
Cc1cccnc1NC(=O)c1c(O)c2cccc3c2n(c1=O)CCC3	-10%	0.6	4%	-8%	-3%	6%	-4%	5	-2%
COc1ccc(/C=C/C(=O)c2c(O)c(OC)c3occc3c2OC)cc1	-7%	-0.7	5%	-18%	-7%	-2%	-1%	20	-17%
COc1ccc(-c2nn3c(COc4ccccc4)nnc3s2)cc1OC	-8%	-0.6	-5%	0%	?	-7%	5%	-1	-9%
O=C(Nc1cccc(Cl)c1)Nc1ccc(Cl)cn1	-13%	-0.6	9%	6%	-1%	-20%	1%	1	-1%
CSc1ccc(CN2C(=O)NC3(CCCCCC3)C2=O)cc1	17%	-3.7	12%	-17%	-4%	-14%	-6%	8	-3%
CN(C)c1nnnn1-c1ccc(Oc2ncc(C(F)(F)F)cc2Cl)cc1	-10%	0.0	4%	-6%	-4%	37%	0%	0	-23%
Cc1ccc(Cc2nc(-c3cccc(C)c3)no2)cc1	12%	0.1	-25%	4%	4%	6%	1%	nt	-9%
O=C(COC(=O)c1cccc([N+](=O)[O-])c1)NNC(=O)c1cccs1	3%	2.3	6%	4%	3%	-26%	6%	-2	5%
CCOC(=O)c1csc(NC(=O)CSc2nnnn2-c2cccc(OC)c2)n1	19%	-0.1	6%	-16%	-4%	2%	2%	-9	-3%
COCCNc1nc(-c2cc(F)ccc2C)c2sc(-c3ccccc3)cc2n1	-14%	0.3	-2%	-5%	-7%	-7%	-1%	15	-3%
O=C1c2ccccc2N2C(=O)c3ccccc3C2N1Cc1ccco1 (stereo not drawn)	-9%	2.5	3%	0%	-5%	11%	13%	1	-12%
COc1cc(CC(=O)N(c2ccccc2)c2nc(C)cs2)cc(OC)c1OC	3%	-2.6	6%	2%	-8%	8%	9%	-2	-34%
CCCCCNCc1cccc(Br)c1	15%	-1.2	-5%	10%	-1%	-10%	-1%	nt	-6%
CCOC(=O)C1=C(COC(=O)/C=C/c2ccc(OCC)c(OC)c2)NC(=O)NC1C (stereo not drawn)	6%	0.7	0%	-18%	-20%	19%	-9%	-7	-33%
CC(=O)Nc1ccc(NC(=O)CSc2nc(N)c(NC(=O)c3ccccc3F)c(=O)[nH]2)cc1	-4%	4.9	-3%	6%	-12%	29%	6%	?	?
O=C(c1ccc(CS(=O)Cc2ccccc2Cl)o1)N1CCN(c2cccc(Cl)c2)CC1 (stereo not drawn)	-14%	-4.9	?	-9%	-3%	?	-8%	12	-3%
Cc1cc(C(=O)NNC(=S)NC(=O)/C=C/c2ccccc2Cl)n[nH]1	7%	1.3	9%	-8%	?	13µM*	8%	nt	-7%
Cn1nc(C(C)(C)C)cc1C(=O)NNC(=O)c1cccc(Cl)c1	12%	-1.2	0%	10%	8%	5%	10%	-4	-7%

Some of these compounds in order of heavy-atom count, rising.
SMILES	Abeta yeast res	IL2 activator	aSyn yeast inh	EPAC1 antagonist	PLK1 PBD block	FUS yeast rescue	EPAC1 agonist	PI5P4Ka inh	WRN inhibitor
O=C1c2ccccc2N2C(=O)c3ccccc3C2N1Cc1ccco1 (stereo not drawn)	-9%	2.5	3%	0%	-5%	11%	13%	1	-12%
COCCNc1nc(-c2cc(F)ccc2C)c2sc(-c3ccccc3)cc2n1	-14%	0.3	-2%	-5%	-7%	-7%	-1%	15	-3%
O=C(c1ccc(CS(=O)Cc2ccccc2Cl)o1)N1CCN(c2cccc(Cl)c2)CC1 (stereo not drawn)	-14%	-4.9	?	-9%	-3%	?	-8%	12	-3%
CC(=O)Nc1ccc(NC(=O)CSc2nc(N)c(NC(=O)c3ccccc3F)c(=O)[nH]2)cc1	-4%	4.9	-3%	6%	-12%	29%	6%	?	?

(continued)
SMILES	Abeta yeast res	IL2 activator	aSyn yeast inh	EPAC1 antagonist	PLK1 PBD block	FUS yeast rescue	EPAC1 agonist	PI5P4Ka inh	WRN inhibitor
CC1C(=O)N(Cc2cn(CC3CCCCC3)nn2)CCS(=O)(=O)N1Cc1ccc(-c2ccccc2)cc1 (stereo not drawn)	9%	-3.9	3%	-16%	-2%	43%	-28%	11	-5%
CCn1c(CSc2nnc(-c3ccoc3C)n2C)nc2cc(S(=O)(=O)N(C)C)ccc21	12%	-0.2	-11%	1%	-13%	14%	10%	0	0%
Cc1cccc(NC(=O)C2CCCN2S(=O)(=O)c2ccc(Cl)cc2)n1 (stereo not drawn)	-1%	2.5	0%	-2%	-21%	-1%	1%	1	-30%
O=C1C2=C(SCCS2)C(=O)N1c1ccccc1	-18%	-2.5	-1%	-8%	-28%	14%	4%	nt	-3%
O=C(O)CN1C(=O)C2C3C=CC(C2C1=O)C1C(=O)N(CC(=O)O)C(=O)C31 (stereo not drawn)	-10%	-2.4	-3%	15%	-2%	-4%	-1%	-2	12%
CCn1c(-c2ccc(C)cc2)n[nH]c1=S	7%	0.6	-1%	-20%	-15%	-4%	8%	-2	7%
COc1ccc(C(=O)NC2CCN(CC(=O)Nc3cccc(OC)c3)CC2)cc1	-11%	-0.1	1%	1%	-12%	0%	8%	1	2%
COc1ccc(S(=O)(=O)CC(O)CN2CCCC2=O)cc1 (stereo not drawn)	6%	-0.7	nt	2%	-7%	15%	-4%	0	-1%
